TRb SRC2 PPI = qHTS for Inhibitors of the Interaction of Thyroid Hormone Receptor and Steroid Receptor Coregulator 2 | Thyroid hormone receptor beta (Homo sapiens), P10828 | Potency, µM (top dose mostly 106 µM), for the others: at the highest dose activity change, negative = inhibition, actives largely listed as inhibitors | TRbeta-SRC2 peptide binding, fluorescence polarization; receptor liganded with 1 µM T3 | hit rate 0.065% among 280,000;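 also: plate controls were bound peptide for no effect and peptide without receptor for full effect; nearly all actives have a fitted effect of over 50% in size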
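Decrease in fluorescence polarization of 20 nM Texas Red SRC2 coactivator peptide flagged inhibition of its binding to 0.6 uM TRb LBD; 1 uM T3 included, incubation 5 hr, ex 555/em 632 nm.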
KDM4E inh = qHTS Assay for Inhibitors of Human Jumonji Domain Containing 2E (JMJD2E); JMJD2E catalytic domain, FDH-coupled NADH fluorescence (FDH is formaldehyde dehydrogenase); Potency, µM (top dose mostly 57.1 µM), inactives show top-dose activity change, negative = inhibition, actives largely listed as inhibitors; hit rate 1.6% among 230,000; AID 2147, 2009; active = well fitted inhibition curve with a large enough effect, not every such curve was filed as active; inconclusive = small, poorly fitted or top-dose-only effect, or another doubt; inactive = no such curve, though single readings can be large or run the other way;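 also: 0% = wells with enzyme and -100% = buffer wells without enzyme; nearly all actives have a fitted effect of over 50% in size; many of its hits are not listed in these tables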
RECQ1 inh = qHTS Assay for Inhibitors of RecQ-Like Dna Helicase 1 (RECQ1). ATP-dependent DNA helicase Q1 (Homo sapiens), P46063. RECQ1 DNA unwinding, red fluorescence kinetic read. Potency, µM (doses to about 57.3 µM), for the others: top-dose activity, negative = inhibition, hits mostly inhibitors. hit rate 0.54% among 240,000;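 also: plate controls were vehicle for no effect and no enzyme for full effect; nearly all actives have a fitted effect of over 30% in size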
Target sequence (P46063 whole entry, looked up): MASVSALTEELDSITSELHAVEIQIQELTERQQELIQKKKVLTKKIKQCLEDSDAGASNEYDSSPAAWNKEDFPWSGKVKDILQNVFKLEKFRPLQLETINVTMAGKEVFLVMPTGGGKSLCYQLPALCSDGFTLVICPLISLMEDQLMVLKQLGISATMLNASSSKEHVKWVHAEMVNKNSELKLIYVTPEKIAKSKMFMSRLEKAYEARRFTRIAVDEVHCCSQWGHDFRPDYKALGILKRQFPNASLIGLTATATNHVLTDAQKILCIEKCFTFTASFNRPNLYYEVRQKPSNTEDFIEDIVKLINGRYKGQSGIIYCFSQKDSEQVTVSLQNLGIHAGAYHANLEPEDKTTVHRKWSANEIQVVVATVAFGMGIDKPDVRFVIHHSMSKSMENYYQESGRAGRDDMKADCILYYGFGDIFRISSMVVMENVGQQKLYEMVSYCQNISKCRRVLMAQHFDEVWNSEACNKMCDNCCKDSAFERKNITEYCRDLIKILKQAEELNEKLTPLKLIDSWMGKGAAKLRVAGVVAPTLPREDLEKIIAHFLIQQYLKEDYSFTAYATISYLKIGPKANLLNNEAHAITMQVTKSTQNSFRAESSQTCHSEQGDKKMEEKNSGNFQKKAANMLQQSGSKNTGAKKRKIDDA
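50 nM RECQ1T1 preincubated 15 min with compound in Tris pH 8.0 buffer with MgCl2, DTT, Tween-20 and 2.5 ug/ml poly(dI-dC); started with 200 nM TAMRA/BHQ-2 forked duplex and 2 mM ATP. Unwinding read as fluorescence (525/598 nm), two reads 2 h apart.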
GoLoco inh red = qHTS Assay for Inhibitors of RGS12 GoLoco Motif Activity (Red Fluorophore). hit rate 0.44% among 230,000. Gai1:RGS12 GoLoco peptide FP, rhodamine, 10 min. AID 880, 2007. Guanine nucleotide-binding protein G(i) subunit alpha-1 (Homo sapiens), P63096. Potency, µM (doses to about 61.6 µM), without a hit: at the highest dose activity, negative = inhibition, hits mostly inhibitors; active = well fitted inhibition curve with a large enough effect, not every such curve was filed as active; inactive = no such curve, though single readings can be large or run the other way; also: nearly all actives have a fitted effect of over 30% in size; many of its hits are not listed in these tables
Target sequence (P63096 whole entry, looked up): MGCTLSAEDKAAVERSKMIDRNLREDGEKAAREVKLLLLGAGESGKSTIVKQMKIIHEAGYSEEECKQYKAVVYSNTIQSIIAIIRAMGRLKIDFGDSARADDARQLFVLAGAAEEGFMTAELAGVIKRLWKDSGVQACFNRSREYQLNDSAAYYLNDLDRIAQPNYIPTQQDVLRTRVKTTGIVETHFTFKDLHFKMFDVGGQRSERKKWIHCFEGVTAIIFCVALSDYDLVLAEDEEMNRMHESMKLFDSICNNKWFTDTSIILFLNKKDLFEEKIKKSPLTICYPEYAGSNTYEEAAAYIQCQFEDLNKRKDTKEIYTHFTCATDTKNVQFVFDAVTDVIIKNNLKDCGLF
Tau fibril FP = qHTS for Inhibitors of Tau Fibril Formation, Fluorescence Polarization; Potency, µM (doses to about 57.7 µM), for the others: at the top dose activity, negative = inhibition, usual class: inhibitors; hit rate 0.39% among 280,000; AID 1468, 2008; K18 P301L tau heparin fibrillization, Alexa594 FP, 6 h; Microtubule-associated protein tau (Homo sapiens), P10636; also: nearly all actives have a fitted effect of over 55% in size
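K18 P301L tau (15 uM unlabeled/0.24 uM Alexa 594-labeled, final) + compound + heparin 20 uM final; 100 mM NaOAc pH 7; 6 hr 37 C; ThT 30 uM final added, 1 hr RT; FP ex 555/em 632 nm.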
TexasRed fluor = Total Fluorescence Counterscreen for Inhibitors of the Interaction of Thyroid Hormone Receptor and Steroid Receptor Coregulator 2; hit rate 0.29% among 280,000; AID 1479, 2009; TRb/SRC2 Texas Red total fluorescence interference; Potency, µM (top dose mostly 106 µM), without a hit: top-dose fluorescence change, negative = quenching; active = well fitted curve in either direction with a large enough effect; inconclusive = small, poorly fitted or top-dose-only effect
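Human TRb ligand-binding domain at 0.6 uM with 20 nM Texas Red SRC2 peptide in Tris buffer containing 1 uM T3 and 5% DMSO, incubated with compound 5 h at ambient temperature. Total fluorescence (555/632 nm) calculated as parallel + 2 × perpendicular.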
L3MBTL1 block = qHTS Assay for the Inhibitors of L3MBTL1; Lethal(3)malignant brain tumor-like protein 1 (Homo sapiens), Q9Y468; AlphaScreen L3MBTL1–H3K9me1 peptide binding; Potency, µM (doses to about 57.1 µM), for inactives: at the top dose activity, negative = inhibition, hits mostly inhibitors; hit rate 0.66% among 230,000; AID 485360, 2010; also: nearly all actives have a fitted effect of over 60% in size
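AlphaScreen assay: L3MBTL1 (50 nM final) was preincubated 30 min at room temperature with biotinylated H3(1-15)K9me1 peptide (75 nM final), then 30 min with library compounds; streptavidin donor and nickel chelate acceptor beads (10 ug/mL final) added, 30 min dark.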
Tau fibril ThT = qHTS for Inhibitors of Tau Fibril Formation, Thioflavin T Binding; recombinant tau K18 P301L (four-repeat tau fragment), heparin-induced fibrillization, ThT fluorescence; Potency, µM (highest dose often 57.4 µM), for the others: at the top dose activity, negative = inhibition, actives largely listed as inhibitors; hit rate 2.1% among 270,000; also: nearly all actives have a fitted effect of over 55% in size
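Recombinant human tau K18 fragment […] carrying P301L, 15 uM unlabeled plus 0.24 uM Alexa 594-labeled, was fibrillized with 20 uM heparin in 100 mM sodium acetate pH 7 for 6 hr at 37 C; 30 uM ThT fluorescence read after 1 hr.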
* marks the source's active call; other numbers are inactive results; i = inactive; ? = inconclusive; . = not tested or not shown; [ ] = another dose, or the depositor's remark. Unless noted, calls follow the shape of the dose curve; as a rule, active = well fitted curve in the direction sought with a large enough effect; inconclusive = small, poorly fitted or top-dose-only effect, or another doubt; inactive = no such curve, though single readings can be large; an effect the other way counts as inactive or inconclusive. Unless noted, % is scaled to controls: 0 for no effect and ±100 for the full control effect; potency is read from the fitted curve at half-maximal effect. Not all compounds are listed. The share of hits here may be higher or lower than overall.

SMILES | TRb SRC2 PPI | KDM4E inh | RECQ1 inh | GoLoco inh red | Tau fibril FP | TexasRed fluor | L3MBTL1 block | Tau fibril ThT
CCOC(=O)c1c(Nc2ccc(F)cc2)nnc(-c2ccccc2)c1-c1ccccc1 | 17% | . | . | . | -2% | -3% | . | -12%
CCOC(=O)C1(Cc2cccc(F)c2)CCN(C2CCOCC2)CC1 | -7% | -10% | 1% | 16% | -5% | 1% | -5% | -13%
CCN(Cc1nc(-c2ccc(OC)c(OC)c2)no1)S(=O)(=O)c1ccc(OC)cc1 | 1% | . | . | . | -1% | 0% | . | -3%
CS(=O)(=O)c1cnc2c(-c3ccc(F)cc3)cnn2c1N | -7% | ? | -1% | -9% | -12% | 0% | 0% | -7%
COc1ccc(CC(=O)NNC2=Nc3cccc4cccc2c34)cc1 | 2% | 3% | -1% | 14% | ? | 5% | 7% | 10%
COc1ccccc1NC(=O)c1nn(C)c2c1CS(=O)(=O)c1ccccc1-2 | 1% | . | . | . | 6% | 5% | . | -1%
Cc1ccc(S(=O)(=O)N(C)C)cc1NC(=O)COC(=O)/C(=C/c1ccc(F)cc1)c1cccs1 | 6% | -6% | ? | 17% | -2% | 3% | -7% | -17%
Clc1ccc(-c2cn3nc4c(nc3n2)CCCC4)cc1 | -3% | ? | 0% | 21% | -9% | 0% | . | ?
CCCCSc1nc(C)c(CC(=O)OC)c(=O)[nH]1 | 2% | -3% | i | 10% | 6% | -5% | 5% | 12%
CS(=O)(=O)N(CCc1ccccc1)CC(=O)N1CCN(c2ccc(F)cc2)CC1 | -7% | 12% | -2% | -8% | 1% | -1% | -14% | 1%
COC(=O)c1cc2oc3ccccc3c2n1Cc1nc(-c2ccc(OC)cc2)oc1C | 5% | . | . | . | 4% | -22% | . | 0%
O=C(CSc1nc2c(c(=O)[nH]1)CCC2)Nc1cccc(O)c1 | 2% | . | . | . | -11% | -2% | . | -2%
Cc1ccc(-c2nnn(CC(=O)N(c3ccc4c(c3)OCCO4)C(C(=O)NCC3CCCO3)c3ccc(F)cc3)n2)o1 (stereo not given) | -7% | 1% | -6% | 8% | -2% | 1% | 9% | -3%
COc1ccc(C=C2c3ccccc3C(=O)c3ccccc32)c(OC)c1 | 13% | -5% | -8% | -2% | -6% | -2% | ? | ?
CC(=C\c1ccccc1)/C=C1/SC(=S)N(C(C(=O)O)C(C)C)C1=O (stereo not given) | -14% | -15% | -14% | 0% | -10% | -1% | -5% | 25µM*
COc1cc(C2=NOC(C(=O)N3CCN(c4ccc(F)cc4)CC3)C2)cc(OC)c1OC (stereo not given) | 16% | 0% | -10% | -2% | 7% | 0% | -6% | ?
Cc1[nH]n(-c2ccccc2)c(=O)c1/C=N/c1nn[nH]n1 | 7% | -6% | i | 8% | -4% | 0% | -17% | ?
COc1cccc(C2CC(c3ccccc3Cl)n3ncnc3N2)c1 (stereo not given) | -21% | 3% | -5% | -8% | 1% | 0% | ? | -3%
CN1CCN(c2nc3nonc3nc2N2CCN(C)CC2)CC1 | -8% | -4% | 7% | -26% | -5% | 1% | -4% | -11%
CCOC(=O)N1CCN(C(=O)C2c3cc(OC)c(OC)cc3C(=O)N3CCc4ccccc4C23)CC1 (stereo not given) | 6% | -16% | -1% | 4% | -2% | 0% | 7% | 7%
COc1ccc(S(=O)(=O)Nc2ccncc2)c(C)c1C | 1% | 10% | 13% | 8% | 6% | -3% | 0% | 0%
CC1(C)OC(C(O)(c2cc(F)c(F)c(F)c2)c2cc(F)c(F)c(F)c2)C(C(O)(c2cc(F)c(F)c(F)c2)c2cc(F)c(F)c(F)c2)O1 (stereo not given) | 5%[11.2 µM] | . | -2%[11.5 µM] | . | -8%[11.6 µM] | -2%[11.2 µM] | . | -5%[11.5 µM]
CCc1cccc(NC(=O)CCc2nc(-c3cccs3)no2)c1 | -7% | -4% | -4% | 3% | -14% | -3% | 14% | -11%
Cc1ccc(S(=O)(=O)C(C#N)c2nc3ccccc3nc2N2CC(C)OC(C)C2)cc1C (stereo not given) | 4% | ? | -1% | -2% | 5% | 5% | -2% | ?
CN(C)C(=N)c1n[nH]nc1SCc1ccc(Cl)c(Cl)c1 | 4%[53 µM] | ? | 18% | 7% | -1% | 0%[53 µM] | 13% | 5%
COc1cc(NC(=S)NC(=O)c2ccco2)ccc1NC(=O)C(C)C | -11% | 5% | i | 3% | -8% | -2% | -6% | -15%
COCC(C)NS(=O)(=O)c1ccc(N2CCCCS2(=O)=O)cc1 (stereo not given) | -3% | . | . | . | -9% | 0% | . | 6%
Cc1ccc(Cl)cc1Nc1nn2c(=O)c3ccc(C(=O)NC4CCCCC4)cc3nc2s1 | -10% | . | . | . | -1% | 0% | . | -11%
O=C(O)C[C@@H]1C(=O)O[C@@H]2C(COC(=O)c3cc(O)c(O)c(O)c3)O[C@@H](OC(=O)c3cc(O)c(O)c(O)c3)[C@@H](OC(=O)c3cc(O)c(O)c4c3[C@H]1[C@H](O)C(=O)O4)[C@H]2OC(=O)c1cc(O)c(O)c(O)c1 (stereo not given in full) | 16% | 0.71µM* | 0.11µM* | -13% | -17% | ? | . | ?
O=C(O)c1cnn2c(C(F)F)cc(C(F)F)nc12 | -4% | -4% | i | -5% | -2% | -1% | 3% | 1%
COC(=O)c1ccccc1NC(=O)CN1CCC(n2nnc3cc(C)ccc32)CC1 | 1% | 3% | 5% | 2% | 4% | -6% | 0% | -6%
CC(C)CC(NS(=O)(=O)c1ccc2c(c1)oc(=O)n2C)C(=O)NCc1ccccc1Cl (stereo not given) | 4% | . | . | . | 0% | -17% | . | 10%
COC(=O)c1ccc(NC(=O)CN(C)S(=O)(=O)c2ccc(Br)s2)cc1 | 8% | . | . | . | -15% | 0% | . | -11%
CCOC(=O)/C=C1\NC(=O)C(C)S1 (stereo not given) | -7% | -6% | -10% | 12% | -4% | -2% | . | 1%
Cc1cc(C)n(CCOc2ccc(Cl)cc2Cl)n1 | 1% | 0% | 6% | 5% | 5% | -4% | 8% | -5%
CN(Cc1ccccc1)CC(O)COc1ccc(CNCCc2cccnc2)cc1 (stereo not given) | -2% | -3% | 11% | -4% | -6% | -1% | -13% | 1%
COc1ccc(OC)c(S(=O)(=O)N2C(C)CCCC2C)c1 (stereo not given) | -15% | 2% | 7% | 4% | -10% | -1% | -1% | -7%
Cc1ccccc1NC(=S)NC(=O)c1cncc(Br)c1 | -2% | 6% | 2% | -2% | 4% | 3% | -8% | 15%
COCCn1c(=O)sc2ccccc2c1=O | 7% | -5% | 0% | -5% | 4% | 0% | -18% | -3%
COc1ccc2ccccc2c1CNC(=O)CC1C(=O)NCCN1CC(C)(C)C (stereo not given) | -4% | 5% | i | 23% | 0% | 2% | -7% | -13%
COc1cccc(/C=N/NC(=O)CCn2c3ccccc3c3ccccc32)c1 | -3% | ? | -6% | -1% | ? | -3% | 9% | 3%
CCn1ncc(C(=O)Nc2cccc(Cl)c2)c1C | -3% | -3% | 0% | 4% | 8% | 0% | 3% | 0%
COc1cccc(-c2noc(CCC(=O)Nc3cccnc3)n2)c1 | -4% | 3% | -3% | 6% | 1% | -6% | . | -15%
CCN(CC)Cc1ccc(NC(=O)c2sc3cc(Cl)ccc3c2Cl)cc1 | -4% | 1% | i | 4% | 2% | 0% | -20% | -10%
COc1ccc(OC(=O)c2nc(SCc3ccc(C)cc3)ncc2Cl)cc1 | -11% | . | . | . | 2% | -1% | . | ?
Cn1cc(/C=C/c2nc3ccccc3c(=O)n2-c2cccc([N+](=O)[O-])c2)c2ccccc21 | -13% | -12% | -5% | 101%[activator] | ? | -1% | -8% | -5%
COc1ccc(N2CCN(C(=O)c3ccc(-n4nc(C)cc4C)cc3)CC2)cc1 | 8% | 2% | i | 3% | 6% | -4% | -6% | -4%
CC(Oc1cccc(Cl)c1)c1ccnc2nc(/N=C/N(C)C)nn12 (stereo not given) | 4% | ? | i | 20% | 0% | 0% | . | -4%
COc1cc(/C=N/O)ccc1OCc1ccc([N+](=O)[O-])cc1 | -4% | 14% | -6% | -2% | -3% | 0% | -3% | ?
O=C(CC1S/C(=N/N=C/c2cccs2)NC1=O)Nc1ccccc1F (stereo not given) | 0% | -1% | -2% | 16% | -17% | -6% | 2% | 13%
COC(=O)NC(=S)Nc1ccc(Oc2ccc(Cl)cc2)c(Cl)c1 | 2% | 1% | i | -5% | ? | -3% | . | -6%
COc1ccc(/C=N/Nc2nc3ccccc3[nH]2)c(OC)c1OC | -4% | ? | -9% | 12% | 13% | -6% | ? | ?

Sorted by length of the SMILES (smallest number first): 3 of the compounds above.
SMILES | TRb SRC2 PPI | KDM4E inh | RECQ1 inh | GoLoco inh red | Tau fibril FP | TexasRed fluor | L3MBTL1 block | Tau fibril ThT
COC(=O)NC(=S)Nc1ccc(Oc2ccc(Cl)cc2)c(Cl)c1 | 2% | 1% | i | -5% | ? | -3% | . | -6%
CC(Oc1cccc(Cl)c1)c1ccnc2nc(/N=C/N(C)C)nn12 (stereo not given) | 4% | ? | i | 20% | 0% | 0% | . | -4%
Cn1cc(/C=C/c2nc3ccccc3c(=O)n2-c2cccc([N+](=O)[O-])c2)c2ccccc21 | -13% | -12% | -5% | 101%[activator] | ? | -1% | -8% | -5%
